ERG-DNA inh = inhibitors of human ERG Ets domain-DNA interaction; fluorescence polarization, His-ERG Ets domain / labelled DNA; Potency, µM (titrated, usually from 76.9 µM), for inactives: at the top dose FP activity, negative = inhibition, usual class: inhibitors; actives 0.028% (n = 370,000); active means well fitted inhibition curve with a large enough effect in the polarisation, with a control signal flat; inconclusive means small, poorly fitted or top-dose-only effect, or effect the other way, or a change in a side signal; inactive means no such curve, though single readings can be large or run the other way; the % refers to the polarisation;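 further: polarization taken with two DNA probes labelled with fluorescein and Texas red; potency means the concentration at half of the fitted maximal effect; % of control where 0% means no effect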
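His-tagged ERG Ets domain (1 uM in the protein solution; 300mM KCl, 50mM Tris-HCl, 1mM EDTA, 1mM DTT, pH 7.5) received compound, then a probe mix of 5 nM fluorescein-DNA and 100nM Texas-615-DNA. Fluorescence polarization was read for both dyes.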
JMJD2A Tudor = JMJD2A Tudor domain (human) inhibition | AlphaScreen JMJD2A-Tudor / H3K4me3 peptide binding | Potency, µM (doses to about 114 µM), inactives show at the top dose activity change, negative = inhibition, actives largely listed as inhibitors | actives 4.4% (n = 390,000); further: potency means the concentration at half of the fitted maximal effect; on the % scale 0 is the no-effect control and ±100 the full control effect; nearly all actives have a fitted effect of over 50% in size
12-LOX inh = blocks human arachidonate 12S-lipoxygenase; Potency, µM (series often up to 108 µM), for inactives: at the highest dose activity change, negative = inhibition, most hits filed as inhibitors; P18054; actives 1.1% (n = 580,000); AID 1671190; purified 12hLO, xylenol orange hydroperoxide absorbance; further: potency means the concentration at half of the fitted maximal effect; on the % scale 0 is the no-effect control and ±100 the full control effect
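Purified human 12hLO at 150 nM in 25 mM Hepes, 0.01% Triton X-100, pH 7.0, preincubated 15 min at room temperature with compound. Reaction started with 40 uM arachidonic acid, 30 min at room temperature. Hydroperoxide measured by Fe-xylenol orange, 573/405 nm absorbance ratio.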
HP1b chromo inh = HP1-beta chromodomain-methylated histone interaction inhibition; actives 0.56% (n = 390,000); Potency, µM (doses to about 114 µM), inactives show at the top dose activity change, negative = inhibition, actives largely listed as inhibitors; AlphaScreen HP1-beta / biotin-H3K9me3 peptide binding; P83916; further: potency means the concentration at half of the fitted maximal effect; nearly all actives have a fitted effect of over 70% in size; inactives centre near 23
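HP1-beta protein (50 nM final) preincubated 30 min at room temperature with biotinylated H3(1-18)K9me3 peptide (50 nM) in PBS pH 7.4, 0.01% Tween-20, then compound added for 30 min. AlphaScreen streptavidin donor/nickel chelate acceptor beads (10 ug/mL final), 30 min dark, luminescence read.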
G9a block = inhibitors of human histone lysine methyltransferase G9a | Q96KQ7 | actives 8.8% (n = 350,000) | G9a H3K9 monomethylation, AlphaScreen, 2 h | AID 504332 | Potency, µM (titrated, usually from 102 µM), without a hit: at the highest dose activity, negative = inhibition, actives largely listed as inhibitors; further: potency means the concentration at half of the fitted maximal effect; on the % scale 0 is the no-effect control and ±100 the full control effect; nearly all actives have a fitted effect of over 75% in size
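Using a bead-based AlphaScreen, monomethylated H3K9 product from 2 h room-temperature reactions (G9a 20 nM, peptide 500 nM, SAM 20 uM) was detected with 0.5 ug/mL rabbit anti-H3K9me1 antibody.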
GLS inhibitor = blocks human kidney-isoform glutaminase activity | O94925 | GLS enzymatic activity, qHTS titration | Potency, µM (doses to about 45.5 µM), without a hit: at the top dose activity change, negative = inhibition, most hits filed as inhibitors | actives 0.21% (n = 410,000) | AID 624170; further: potency means the concentration at half of the fitted maximal effect; on the % scale 0 is the no-effect control and ±100 the full control effect
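Enzyme dispensed in phosphate buffer (45 mM, pH 8.2, 0.02% Tween-20), compounds pinned in, then 1 mM L-glutamine solution and the glutamate oxidase–HRP–Amplex Red mix added; fluorescence read immediately and again after 30 min at room temperature.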
PI4K2A inh = inhibitors of human PI4K2A. Q9BTU6. purified PI4K2A, ADP-Glo luminescence, 1 h; stronger effect = lower value. activity change, negative = inhibition, % at 76.9 µM. actives 0.13% (n = 420,000). AID 1346378; in the data active means activity change below about -50%; inconclusive means mostly about -30% to -49%;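 further: -100% = wells without enzyme as full effect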
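In this quantitative HTS, ADP production by PI4K2A was quantified luminescently after 1 h at ambient temperature; 100 microM adenosine served as plate-quality control.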
RGS4 inhibitor = human RGS4 inhibition; P49798; Transcreener GDP fluorescence polarization, RGS4-accelerated GTP hydrolysis; Potency, µM (titrated, usually from 114 µM), for the others: top-dose activity change, negative = inhibition, actives largely listed as inhibitors; actives 0.039% (n = 390,000); further: potency means the concentration at half of the fitted maximal effect; on the % scale 0 is the no-effect control and ±100 the full control effect; nearly all actives have a fitted effect of over 75% in size; some results filed as inactive show a strong effect at the top dose
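MLSMR compounds (23 nl, pin-transferred) preincubated 10 min at room temperature with a 500nM (2x) first reagent, then RGS4 at 900nM (2x) plus Transcreener GDP mix added; fluorescence polarization (620/688 nm) read before and after 90 min at 30 °C.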
BAZ2B block = blocks human BAZ2B. AlphaScreen BAZ2B-H3K14Ac peptide displacement. Potency, µM (doses to about 114 µM), for inactives: at the highest dose activity change, negative = inhibition, actives largely listed as inhibitors. actives 4.4% (n = 360,000). AID 504333; further: potency means the concentration at half of the fitted maximal effect; on the % scale 0 is the no-effect control and ±100 the full control effect; nearly all actives have a fitted effect of over 60% in size
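Compounds, titrated to a top concentration of 110 uM, were incubated 30 min at room temperature with preformed BAZ2B/acetyl-K14 H3 peptide complex (50 nM each). Proximity signal was measured by AlphaScreen after 20 min with beads.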
Starred values were filed as active, the others as inactive; u = inconclusive; x = not tested or not shown; [ ] = dose if it differs, or a comment. Unless noted, the call rests on the fitted dose curve; in most records, active means well fitted curve in the direction sought with a large enough effect; inconclusive means small, poorly fitted or top-dose-only effect, or another doubt; inactive means no such curve, though single readings can be large; an effect the other way counts as inactive or inconclusive. An excerpt; rates above refer to the full screens.

SMILES	ERG-DNA inh	JMJD2A Tudor	12-LOX inh	HP1b chromo inh	G9a block	GLS inhibitor	PI4K2A inh	RGS4 inhibitor	BAZ2B block
Cc1c(C(=O)c2ccccc2)c2ccccn2c1CCc1ccccn1	-1%	-35%	-13%	18%	40µM*	8%	2	-25%	71µM*
CCCCN1C(=O)Nc2ccccc2S1(=O)=O	0%	-6%	-13%	45%	-7%[59 µM]	-4%	2	10%	6%
CNS(=O)(=O)c1cccc(C(=O)OCc2cc(=O)oc3c(C)c(O)ccc23)c1	-3%	-13%	-15%	-2%	-18%	-3%	-3	-38%	-7%
Cc1cc(=O)oc2cc(OCC(=O)NC(Cc3c[nH]c4ccc(O)cc34)C(=O)O)c(Cl)cc12 (stereo not drawn)	-5%	-17%	-13%	16%	8%[12.7 µM]	u	2	-31%	u
O=C(NCC1CCCO1)c1onc(CSc2ccc(F)cc2)c1C(=O)O (stereo not drawn)	-8%	-16%	u	15%	0%[0.501 µM]	6%	-2	-4%	-35%
COc1ccc(C(C)=O)cc1COC(=O)c1ccc2ccccc2n1	-4%	-10%	-16%	-19%	-1%	2%	1	-38%	2%
O=C(NC1CCOCC1)C1CCC(=O)N(Cc2ccc(Cl)cc2)C1 (stereo not drawn)	3%	0%	6%	14%	x	-2%	-1	-3%	1%
COc1cc(CSc2ncn[nH]2)c(OC)cc1CSc1ncn[nH]1	0%	-7%	-17%	25%	33%[59 µM]	1%	3	15%	1%
Cc1c(N/C=C/C(=O)c2ccc(Cl)cc2)c(=O)n(-c2ccccc2)n1C	x	-16%	-1%[57.4 µM]	-10%	u	u	-2	-3%	-25%
Cc1cc(=O)oc2cc(OCc3ccc(C(=O)OCC(=O)NC4CCS(=O)(=O)C4)cc3)ccc12 (stereo not drawn)	-2%	-16%	-1%	-14%	x	37%[activator]	-1	-34%	u
O=C(Nc1ccccn1)c1ccc(CN(c2ccccc2)S(=O)(=O)c2ccccc2)cc1	1%	-19%	13%	1%	-31%	3%	7	-17%	-38%
Cc1ccc2oc(=O)c3cnn(CC(=O)N(CCN(C)C)Cc4ccco4)c3c2c1	-5%	-32%	31%[activator]	9%	u	0%	-2	18%	13%
CCn1nnc(NC(=O)COc2cc(C)ccc2C(C)C)n1	4%	-13%	-5%	30%	-18%[12.7 µM]	1%	-1	6%	-4%
Cc1ccc2nc(N3CCN(C(=O)c4ccccc4F)CC3)c(C#N)cc2c1	2%	46%[activator]	0%	165%[activator]	x	-9%	0	-17%[56.9 µM]	x
Clc1ccc(-c2ccc(/C=N/Nc3nncc(-c4ccccc4)n3)o2)cc1	1%	4%	0%	41%[activator]	54%[activator][59 µM]	-4%	0	-30%	-1%
O=C(Nc1cc(Cl)cc(Cl)c1)c1ccc(F)c(S(=O)(=O)NC2CCCCC2)c1	-3%	-10%	u	19%	4%[59 µM]	-4%	-2	19%	5%
CCCN(CC(=O)Nc1ccccc1C)C(=O)/C=C/c1ccc(OCC)c(OC)c1	2%	-4%	0%	5%	19%[12.7 µM]	0%	-2	2%	4%
CCN(CC(=O)Nc1ccc(C(C)=O)cc1)CC(=O)Nc1ccccc1C(F)(F)F	-9%	6%	35%[activator]	37%	u	-4%	-5	-12%	5%
Cc1noc(C)c1S(=O)(=O)N1CCC(C(=O)N2CCN(c3ccccc3Cl)CC2)CC1	-2%	-13%	26%	15%	-17%	11%	4	16%	10%
O=S(=O)(Cc1noc(-c2ccc(Cl)cc2)n1)Cc1ccco1	1%	-20%	u	-2%	x	-1%	-17	u	u
O=C(CNC(=O)N1CC(=O)Nc2ccccc21)Nc1ccccc1	0%	1%	0%	17%	19%	0%	-4	-11%	-1%
COc1ccc(-c2cn3c(n2)sc2cc(C(=O)NCCCN4CCCCC4)ccc23)cc1	4%	-27%	u	4%	-38%[59 µM]	1%	-10	19%	-12%
COc1ccc(-c2cc(C)nc(SCc3cccc(C(=O)O)c3)n2)cc1	-3%	-7%	u	22%	18%[59 µM]	1%	0	-13%	-1%
O=S(=O)(c1ccc(F)cc1)N1CCn2c(nc3ccccc32)C1	0%	-19%	9%[57.4 µM]	23%	19%	0%	-7	-6%	-3%
Cc1cc(F)ccc1NC(=O)C1CCC(CNS(=O)(=O)c2ccc3c(c2)CCCC(=O)N3)CC1 (stereo not drawn)	6%	4%	-14%	23%	0%[59 µM]	1%	1	-6%	-1%
COc1ccc(CN(C(=O)c2cccc(OC)c2)C2CCS(=O)(=O)C2)cc1 (stereo not drawn)	1%	-17%	133%[activator]	20%	-6%[12.7 µM]	0%	4	5%	5%
COc1ccc(Cl)cc1NC(=O)COC(=O)C1CCCCC1	17%	47%[activator]	6%	68%[activator]	1%[12.7 µM]	-1%	-14	20%	51%[activator]
CN1/C(=C\C(=S)NC(=O)c2ccccc2Cl)C(C)(C)c2ccccc21	8%	25µM*	25µM*	25µM*	35µM*	14%	-14	-9%	11µM*
CC(C)Cc1cc(CNC(=O)C2CCC(=O)N(Cc3cccc(C(F)(F)F)c3)C2)on1 (stereo not drawn)	1%	-7%	0%	29%	3%	3%	3	16%	0%
COc1ccccc1C(=O)NCCSCc1ccccc1Cl	3%	3%	10%	22%	x	-2%	-1	-3%	1%
O=[N+]([O-])c1ccc2nnn(O)c2c1	-2%	-35%	-28%	27%	u	-1%	3	-34%	-29%
CCOc1ccc(OC(=O)c2cccnc2)cc1	-7%	-8%[57.1 µM]	10%	61%[activator]	-1%	2%	-1	-51%[56.9 µM]	-7%
COc1ccc(N2C(=O)C(Cl)=C(N3CCCC3)C2=O)cc1	8%	-13%	u	23%	u	8%	-11	40%	u
O=C(NCCSCc1ccco1)c1ccc(CN2CCOCC2)cc1	x	-6%	2%	24%	14%	-2%	1	3%	3%
Cc1ccc(Cn2c(/C=C/c3ccco3)nc3ccccc32)cc1	-10%	-1%	16µM*	11%	40µM*	4%	-9	-40%	u
Cc1cc(C)cc(NC(=S)/C(=C(\[O-])c2ccc(Cl)cc2Cl)[n+]2ccccc2)c1	5%	1%[11.4 µM]	57%[activator]	-8%	u	29%	-3	-18%[11.4 µM]	u
CC(NC(=O)Nc1ccccc1)C(c1cccs1)N1CCN(c2ccccc2)CC1 (stereo not drawn)	4%	-24%	0%[57.4 µM]	53%	x	0%	3	-16%	-25%
COc1ccc(N2CCN(Cc3cc(OC)c(O)c([N+](=O)[O-])c3)CC2)cc1	-3%	1µM*	u	16µM*	7.1µM*	29%	-2	-31%	50µM*
O=C(COC(=O)[C@H](Cc1ccccc1)N1C(=O)c2ccccc2C1=O)Nc1ccc2c(c1)OCO2	9%	-21%	18%	9%	u	-13%	1	-4%	-33%
COc1ccc(CCC(=O)NC2CC(=O)N(c3ccc(F)cc3)C2)cc1 (stereo not drawn)	-3%	-11%	-17%	21%	4%[59 µM]	-12%	3	25%	-1%
CSc1nc(-c2ccccc2)nn1C(=O)c1ccco1	0%	8%	5%	37%[activator]	12%[59 µM]	8%	13	-35%	7%
COc1cccc(S(=O)(=O)Nc2ccc3c(c2)OCCO3)c1	-2%	-1%	u	36%	x	-2%	-1	-22%	-12%
CCOc1ccc(S(=O)(=O)N2CCCC(C(=O)NCC3CCCO3)C2)cc1Cl (stereo not drawn)	5%	-3%	-1%	30%	2%	4%	-5	15%	8%
O=c1[nH]cncc1OCc1ccccc1	x	-3%	-13%	40%[activator]	x	4%	-2	28%	x
CCCC(NCC(O)COc1ccc(-c2ccccc2)cc1)c1ccccc1 (stereo not drawn)	9%	-22%	-10%	19%	u	0%	-20	14%	-12%

Limited to RGS4 inhibitor, GLS inhibitor and PI4K2A inh, for three of the compounds above:
compound	RGS4 inhibitor	GLS inhibitor	PI4K2A inh
O=C(COC(=O)[C@H](Cc1ccccc1)N1C(=O)c2ccccc2C1=O)Nc1ccc2c(c1)OCO2	-4%	-13%	1
COc1cccc(S(=O)(=O)Nc2ccc3c(c2)OCCO3)c1	-22%	-2%	-1
COc1ccc(CCC(=O)NC2CC(=O)N(c3ccc(F)cc3)C2)cc1 (stereo not drawn)	25%	-12%	3

(continued)
SMILES	ERG-DNA inh	JMJD2A Tudor	12-LOX inh	HP1b chromo inh	G9a block	GLS inhibitor	PI4K2A inh	RGS4 inhibitor	BAZ2B block
CCOc1ccc(OCC)c(NC(=O)c2cnc3c(-c4ccccc4)c(C)nn3c2C)c1	-1%	-9%	u	19%	6%[59 µM]	0%	-2	-15%	-15%
CCOc1cc(C)nc(Oc2ccc(=O)[nH]n2)n1	-6%	-22%	30%	18%	60%[activator][59 µM]	1%	13	-2%	37%[activator]
Cc1cc(Nc2cccc(C)c2C)n2nc(C)nc2n1	-8%	-6%	133%[activator]	56%[activator]	u	-1%	-2	31%	6%
O=C(COC(=O)c1cc([N+](=O)[O-])ccc1N1CCOCC1)c1ccc(F)cc1	4%	-31%	159%[activator]	-3%	-19%[12.7 µM]	-2%	0	-18%	-35%
Cc1ccc(S(=O)(=O)NCCc2nnc3ccc(SCC(=O)Nc4ccc(F)cc4F)nn23)cc1	1%	-2%	0%	32%	0%[59 µM]	-11%	0	17%	-1%
CC(C)NC(=O)c1cc2ccccc2o1	3%	-6%[57.1 µM]	11%	26%	11%[59 µM]	-3%	1	9%[11.4 µM]	-4%

Bioassay records from PubChem.
